# PREPL inhibitor – PREPL enzyme inhibitors, primary screen, biochemical, fluorescence polarization; recombinant PREPL, fluorescence polarization activity-based probe; Prolyl endopeptidase-like (Homo sapiens), Q4J6C6; inhibition, % at 5.96 µM; 0.68% of 320,000 active; in the data active = inhibition above about 43%;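 also: 0% = enzyme with DMSO and 100% = wells lacking enzyme; many of its hits are not listed in these tables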
# LYPLA2 counter – LYPLA2 inhibitors, primary screen, counter-screen for PME1 inhibitor project, biochemical, fluorescence polarization, FP-Rh probe ABPP; Acyl-protein thioesterase 2 (Homo sapiens), O95372; AID 2177, 2009; 0.38% of 320,000 active; inhibition, % at 5.9 µM; recombinant LYPLA2;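 active = inhibition above the screen-wide mean plus 3 SD, limit set per campaign, cut at about 26% in these data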;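 also: 0% = LYPLA2 with DMSO and 100% = wells lacking LYPLA2 enzyme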
# LYPLA1 counter – LYPLA1 inhibitors, primary screen, counter-screen for PME1 inhibitor project, biochemical, fluorescence polarization, FP-Rh probe ABPP; Acyl-protein thioesterase 1 (Homo sapiens), O75608; recombinant LYPLA1; inhibition, % at 5.9 µM; 0.16% of 320,000 active;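 active = inhibition above the mean of all tested compounds plus 3 SD, set per campaign, cut at about 14% in these data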;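 also: inhibitors block serine hydrolase probe labeling of LYPLA1 so polarization falls; 0% = enzyme with DMSO and 100% = wells lacking LYPLA1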
# Target sequence (O75608 whole entry, looked up): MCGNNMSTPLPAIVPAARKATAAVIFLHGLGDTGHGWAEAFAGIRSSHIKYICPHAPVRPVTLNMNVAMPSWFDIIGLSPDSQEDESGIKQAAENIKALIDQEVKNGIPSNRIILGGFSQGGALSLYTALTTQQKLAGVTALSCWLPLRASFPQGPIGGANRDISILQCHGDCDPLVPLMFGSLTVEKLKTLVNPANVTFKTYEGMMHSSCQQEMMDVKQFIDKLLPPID
# pPAFAH inh – pPAFAH enzyme inhibitors, primary screen, biochemical, fluorescence polarization, human | Platelet-activating factor acetylhydrolase (Homo sapiens), Q13093 | recombinant pPAFAH, FP-rhodamine probe fluorescence polarization | inhibition, % at 3.39 µM | 1.5% of 330,000 active | AID 463082, 2010;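 active = inhibition above the mean inhibition across the screen plus 3 SD, cut at about 25% in these data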;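 also: inhibitors block binding of the rhodamine activity-based probe so polarization drops; 0% = enzyme with DMSO and 100% = wells lacking pPAFAH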
# PAFAH1B3 inh – PAFAH1B3 enzyme inhibitors, primary screen, biochemical, fluorescence polarization, human. inhibition, % at 3.39 µM. Platelet-activating factor acetylhydrolase IB subunit alpha1 (Homo sapiens), Q15102. recombinant PAFAH1B3, FP-rhodamine probe. 0.28% of 340,000 active;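 active = inhibition above the screen-wide average of all tested compounds plus 3 SD, cut at about 25% in these data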;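 also: 0% = enzyme with DMSO only and 100% = wells lacking PAFAH1B3 protein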
# Target sequence (Q15102 whole entry, looked up): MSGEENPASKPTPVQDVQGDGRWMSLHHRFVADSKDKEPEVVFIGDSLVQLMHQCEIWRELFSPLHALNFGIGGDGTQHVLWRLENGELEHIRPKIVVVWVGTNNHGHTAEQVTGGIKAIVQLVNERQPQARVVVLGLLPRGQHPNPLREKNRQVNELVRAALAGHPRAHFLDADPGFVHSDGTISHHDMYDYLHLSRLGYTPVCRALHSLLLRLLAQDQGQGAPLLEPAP
# ZTA DNA inh – blocks Epstein-Barr virus ZTA, an EBNA-1 counter-screen; P03206; ZTA-DNA binding, fluorescence polarization; inhibition, % at 11 µM; 0.15% of 320,000 active; AID 2234; in the data active = inhibition above about 33%
# Target sequence (P03206 whole entry, looked up): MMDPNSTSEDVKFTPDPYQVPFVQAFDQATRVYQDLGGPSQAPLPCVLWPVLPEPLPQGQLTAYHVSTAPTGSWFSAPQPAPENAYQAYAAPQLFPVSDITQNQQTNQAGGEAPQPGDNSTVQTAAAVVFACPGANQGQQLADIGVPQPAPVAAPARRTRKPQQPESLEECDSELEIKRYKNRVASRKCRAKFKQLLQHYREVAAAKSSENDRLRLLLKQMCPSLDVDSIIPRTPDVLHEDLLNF
# EBNA-1 inhibitor – EBNA-1 DNA-binding inhibitors, primary screen, biochemical, fluorescence polarization | inhibition, % at 14.8 µM | 0.34% of 300,000 active; in the data active = inhibition above about 28%
# PAFAH2 inh – PAFAH2 enzyme inhibitors, primary screen, biochemical, fluorescence polarization, human; recombinant PAFAH2, FP-rhodamine activity probe; inhibition, % at 3.39 µM; 0.99% of 340,000 active;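 active = inhibition above the mean over all tested compounds plus 3 SD, cut at about 30% in these data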;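 also: inhibitors block probe labeling of enzyme so polarization drops; 0% = enzyme with DMSO and 100% = wells lacking PAFAH2 protein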
# PAFAH1B2 FP inh – PAFAH1B2 enzyme inhibitors, primary screen, biochemical, fluorescence polarization, human; recombinant PAFAH1B2, FP-rhodamine activity probe; inhibition, % at 3.39 µM; 1.2% of 340,000 active; AID 492953, 2010;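 active = inhibition above the mean of all tested compounds plus 3 SD, cut at about 24% in these data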;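 also: 0% = enzyme with DMSO and 100% = wells lacking PAFAH1B2; many of its hits are not listed in these tables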
# Target sequence (P68402 whole entry, looked up): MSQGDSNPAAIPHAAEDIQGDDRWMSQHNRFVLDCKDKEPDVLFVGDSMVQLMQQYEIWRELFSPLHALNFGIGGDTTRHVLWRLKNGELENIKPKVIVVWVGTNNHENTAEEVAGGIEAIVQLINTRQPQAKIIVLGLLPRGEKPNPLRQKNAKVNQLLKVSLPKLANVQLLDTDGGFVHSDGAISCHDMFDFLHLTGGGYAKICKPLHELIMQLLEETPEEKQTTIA
# * = called active by the depositor; x = no result given. An excerpt; rates above refer to the full screens.
SMILES,PREPL inhibitor,LYPLA2 counter,LYPLA1 counter,pPAFAH inh,PAFAH1B3 inh,ZTA DNA inh,EBNA-1 inhibitor,PAFAH2 inh,PAFAH1B2 FP inh
COc1cccc(OCc2cc(/C=N/n3cncn3)ccc2OC)c1,-5,-2,-3,-6,-6,25,0,-2,1
COc1ccc(CCNC(=O)CSc2nc(C)cs2)cc1,0,-3,-1,3,6,0,-1,-9,0
COc1cc(/C=N/NC(=O)c2ccc(CN3C(=O)c4cccc5cccc3c45)cc2)cc(OC)c1O,28,-7,-10,38*,19,-16,-15,-14,9
CCN=C1SC(C(=O)Nc2ccccc2)CC(=O)N1CC (configuration not stated),-2,-5,1,2,-4,-7,4,0,1
CC1(C)Cc2c(sc(/N=C/N3CCCCC3)c2C#N)C(C)(C)N1,1,0,-1,2,9,-4,9,-13,1
Cc1ccc(OCC(=O)c2c[nH]c3ccccc23)c([N+](=O)[O-])n1,2,4,-6,8,7,7,-4,-2,3
Cc1ccc(NS(=O)(=O)c2ccc3c(c2)CCC(=O)N3)cc1C,0,-11,0,16,11,-2,-3,4,3
Cc1noc(C)c1C(=O)OC(C)C(=O)Nc1ccc(C(N)=O)cc1 (configuration not stated),-1,5,-3,3,6,-6,x,-4,2
CCOC(=O)NNS(=O)(=O)c1cc(Br)ccc1Br,4,-3,0,3,0,1,-7,4,3
CCc1ccc(NC(=O)COC(=O)/C=C/c2ccco2)cc1,14,x,x,15,3,x,x,73*,2

# Complete entries as entered above. Values in the order: PREPL inhibitor, LYPLA2 counter, LYPLA1 counter, pPAFAH inh, PAFAH1B3 inh, ZTA DNA inh, EBNA-1 inhibitor, PAFAH2 inh, PAFAH1B2 FP inh
# `COc1cccc(OCc2cc(/C=N/n3cncn3)ccc2OC)c1` is listed with -5, -2, -3, -6, -6, 25, 0, -2, 1
# `Cc1noc(C)c1C(=O)OC(C)C(=O)Nc1ccc(C(N)=O)cc1` (configuration not stated) is listed with -1, 5, -3, 3, 6, -6, x, -4, 2
# `CC1(C)Cc2c(sc(/N=C/N3CCCCC3)c2C#N)C(C)(C)N1` is listed with 1, 0, -1, 2, 9, -4, 9, -13, 1
# `COc1cc(/C=N/NC(=O)c2ccc(CN3C(=O)c4cccc5cccc3c45)cc2)cc(OC)c1O` is listed with 28, -7, -10, 38*, 19, -16, -15, -14, 9
# `Cc1ccc(NS(=O)(=O)c2ccc3c(c2)CCC(=O)N3)cc1C` is listed with 0, -11, 0, 16, 11, -2, -3, 4, 3

# 4 entries from above, ordered by length of the SMILES, descending.
SMILES,PREPL inhibitor,LYPLA2 counter,LYPLA1 counter,pPAFAH inh,PAFAH1B3 inh,ZTA DNA inh,EBNA-1 inhibitor,PAFAH2 inh,PAFAH1B2 FP inh
Cc1ccc(OCC(=O)c2c[nH]c3ccccc23)c([N+](=O)[O-])n1,2,4,-6,8,7,7,-4,-2,3
CCc1ccc(NC(=O)COC(=O)/C=C/c2ccco2)cc1,14,x,x,15,3,x,x,73*,2
CCN=C1SC(C(=O)Nc2ccccc2)CC(=O)N1CC (configuration not stated),-2,-5,1,2,-4,-7,4,0,1
COc1ccc(CCNC(=O)CSc2nc(C)cs2)cc1,0,-3,-1,3,6,0,-1,-9,0

# Following part:
SMILES,PREPL inhibitor,LYPLA2 counter,LYPLA1 counter,pPAFAH inh,PAFAH1B3 inh,ZTA DNA inh,EBNA-1 inhibitor,PAFAH2 inh,PAFAH1B2 FP inh
c1ccc(CNc2cncnc2)cc1,4,0,0,-1,6,3,-9,-6,3
NC(=S)Nc1ccc(S(=O)(=O)c2ccc(NC(N)=S)cc2)cc1,-5,-6,0,3,-10,2,11,-29,-13
Cc1ccc(N(CCC#N)C(=O)CSc2nnc3ccccn23)cc1,16,7,0,-8,-4,0,x,0,3
COc1ccc(CCN2C(=O)C3C4CC(C5C(C(N)=O)=NOC45)C3C2=O)cc1OC (configuration not stated),0,7,5,2,7,23,-6,-2,-1
O=C(COc1cccc2c1CCN(Cc1ccccc1)C2=O)NCc1ccco1,-2,0,-1,-2,7,-5,-10,2,4
O=C(/C=C/c1ccccc1[N+](=O)[O-])NCCN1C(=O)S/C(=C\c2ccc(F)cc2)C1=O,9,3,0,2,-7,-2,8,0,0
C[C@H]1CN([C@@H](C)CO)C(=O)c2cccc(NS(=O)(=O)c3ccc(F)cc3)c2O[C@H]1CN(C)Cc1ccc(Cl)c(Cl)c1,24,x,x,37*,-4,x,x,2,3
CN(C)CCn1c2c(c(SCC(=O)Nc3ccc4c(c3)OCCO4)nc1=O)CCC2,7,0,-2,-2,8,0,-9,-5,-1
C=CCSc1nnc(N2C(=O)C(O)=C(C(=O)c3ccco3)C2c2ccccc2F)s1 (configuration not stated),-9,-7,-6,6,-1,7,-3,15,3
Clc1ccc2[nH]cc(-c3nnnn3-c3ccc4ccccc4c3)c2c1,-28,-49,-35,-4,-6,11,6,-36,-1
Cc1nn(Cc2ccccc2)c(Cl)c1/C=C1\NC(=S)NC1=O,-18,5,1,-1,0,-6,-8,-5,-1
CCOC(=O)c1oc2nc3c(cc2c1N)CCCC3,-4,8,2,6,x,14,9,x,x
CCOc1ccc(N(C(=O)Cn2nnc3ccccc32)C(C(=O)NC(C)(C)CC)c2cccn2C)cc1 (configuration not stated),13,1,-1,-1,-2,3,-2,-4,2
O=C(CSc1ccc(-c2cccnc2)nn1)Nc1ccc(F)c(F)c1,-15,1,-3,-2,0,16,8,5,4
CCN(C(=O)CSc1nc(C)cc(=O)[nH]1)C1CCCCC1,6,x,x,3,7,x,x,3,15
CC(C)Oc1cccc(C(=O)NC(=S)Nc2ccccc2N2CCOCC2)c1,5,-1,0,-3,1,2,-3,3,6
CSc1ccccc1NC(=O)CCc1ccccc1,-6,3,-1,4,6,2,0,4,-2
COc1ccc(OC)c(C(=O)c2ccc(C(=O)c3cc(OC)ccc3OC)cc2)c1,0,-8,-4,0,3,0,2,-4,4
C/C(=N/N1CCN(c2ccccn2)CC1)c1ccc([N+](=O)[O-])cc1,-1,2,-3,4,2,18,6,3,7
Cc1noc(C(F)(F)F)c1C(=O)NNC(=O)c1ccccc1,8,3,2,1,3,-11,4,-1,2
CCOC(=O)c1cnc(Nc2nc3ccccc3o2)nc1C,0,1,-3,4,7,13,9,0,2
Nc1nonc1-n1nnc(C(=O)N/N=C/c2ccc3c(c2)OCO3)c1CSc1ccccc1,-5,1,-1,1,2,-2,-1,4,-3
COc1ccc(N2CCN(C(=O)c3ccc4c(=O)n5c(nc4c3)CCCCC5)CC2)cc1,6,11,7,-2,-4,1,5,4,2
CCCNC(=O)Nc1ccccc1C(=O)Nc1ccc(OC)cc1,-4,-1,-1,0,0,-7,7,3,1
COc1ccc2nc(NC(=O)CSc3nnc(C)s3)sc2c1,6,1,-1,1,4,-8,29*,-4,5
O=c1nc(-c2ccccc2)c2cc(Cl)ccc2[nH]1,1,0,-2,3,2,-7,-3,1,-2
O=C(O)CNS(=O)(=O)c1ccc(C2CCCCC2)cc1,5,-3,0,2,1,13,7,9,11
O=C(NCc1ccc2c(c1)OCO2)c1cccc(C(=O)NCc2ccc3c(c2)OCO3)c1,-4,5,-4,4,1,0,-10,-5,5
O=C(Nc1ccc(-c2nc3ccccc3[nH]2)cc1)c1ccccc1NS(=O)(=O)c1ccc(F)cc1,9,-23,-19,17,-5,10,17,-54,-30
Cc1nc(-c2ccc(S(=O)(=O)Nc3cc(F)ccc3F)cc2)co1,2,4,2,4,7,0,-14,3,2
Cn1c(Cc2ccccc2)nnc1SCC(=O)N1CCN(c2ccccc2)CC1,10,2,3,2,6,-1,-3,4,1
COC(=O)c1cc(S(=O)(=O)Nc2cccc(-c3cnco3)c2)oc1C,-3,-6,0,2,1,-10,2,1,5
Cn1cnnc1SCc1nnc(-c2ccccc2Br)o1,3,6,-2,1,-2,9,-9,-1,0
COc1ccc(/C=C/C(=O)NCC(=O)N/N=C(/CCC(=O)O)c2ccccc2)cc1,3,2,-2,1,5,8,-2,1,2
COc1ccc(-c2ccccc2)cc1NCc1ccc(OC)c(OC)c1,8,-4,-3,11,-1,9,6,6,1
N#Cc1c(-c2ccc([N+](=O)[O-])cc2)nc2n(c1=O)CCS2,0,-6,-2,5,2,6,11,3,6
Cc1cc(NC(=O)COC(=O)c2ccccc2Cl)no1,2,x,x,-1,3,x,x,4,6
COc1ccc(CCNC(=O)CSc2nnc(-c3ccc(F)cc3)o2)cc1OC,10,3,1,1,-3,-16,3,7,-2
O=C(O)CNc1ccc(S(=O)(=O)C(F)(F)F)cc1[N+](=O)[O-],-2,1,3,11,-1,-10,-3,-7,3
Cc1nc(-c2cccc(S(=O)(=O)N3CCCC(C)C3)c2)cs1 (configuration not stated),5,1,-3,4,-4,10,-2,6,5
CCN(CC)S(=O)(=O)c1ccc(N2CCN(c3ccccc3OC)CC2)c(N)c1,-6,-5,-5,9,4,2,-7,-3,1
Cc1cc(NC(=O)c2c(Br)c(C)nn2C)no1,3,2,2,1,4,4,4,2,0
CCc1ccc(/C=C/C(=O)c2cc(Br)ccc(=O)c2O)cc1,22,6,-5,70*,1,21,-9,34*,19
Cc1cccc(C)c1OCCSc1n[nH]c(N)n1,-3,3,-3,2,-2,8,13,5,5
CC(C)c1nnc(NC(=O)C2CCN(c3nc4ccccc4s3)CC2)s1,11,12,5,6,3,-18,-3,6,2
COc1ccc2c(c1)C(=O)C(=O)N2CC1COc2ccccc2O1 (configuration not stated),11,0,1,4,8,1,4,5,1
Cc1ccc(/C=C2\SC(=S)N(CCCC(=O)NNC(=O)c3ccccc3O)C2=O)cc1,8,4,-1,13,2,5,9,-5,1
CCN=C1S/C(=C\c2ccc(N3CCOCC3)cc2C)C(=O)N1CC,11,4,0,7,3,7,3,3,-3
COc1cc(/C=C2/SC(N)=NC2=O)ccc1Oc1ccc([N+](=O)[O-])cc1[N+](=O)[O-],1,-24,-18,6,-12,-6,3,-13,-5
COc1ccc(-n2c(SCC(=O)Nc3cc(C)on3)nc3ccccc3c2=O)cc1Cl,-5,4,-2,1,-3,-3,-9,0,0
CCOC(=O)Cn1ccc(NC(=O)c2ccc3c(c2)OCO3)n1,-1,-8,-5,-3,0,13,3,-3,2
CCOC(=O)C1CCCN(Cc2ccccc2OCC)C1 (configuration not stated),8,5,1,4,7,-7,13,-2,3
Cc1ccc(-n2nnnc2SCc2ccc(C(=O)O)cc2)cc1C,19,8,4,11,8,-18,-3,-2,1
